# OX1R FRET antag: antagonists of human orexin 1 receptor (OX1R); O43613; OX1R-expressing cells, FRET antagonist read-out; inhibition, % at 6.6 µM; 330,000 compounds, 1.8% hits; in the data active = inhibition mostly above about 38%, no sharp cut-off; inactive = mostly below about 40%;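 also: 0% = agonist challenge alone and 100% = reference antagonist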
# Target sequence (O43613 whole entry, looked up): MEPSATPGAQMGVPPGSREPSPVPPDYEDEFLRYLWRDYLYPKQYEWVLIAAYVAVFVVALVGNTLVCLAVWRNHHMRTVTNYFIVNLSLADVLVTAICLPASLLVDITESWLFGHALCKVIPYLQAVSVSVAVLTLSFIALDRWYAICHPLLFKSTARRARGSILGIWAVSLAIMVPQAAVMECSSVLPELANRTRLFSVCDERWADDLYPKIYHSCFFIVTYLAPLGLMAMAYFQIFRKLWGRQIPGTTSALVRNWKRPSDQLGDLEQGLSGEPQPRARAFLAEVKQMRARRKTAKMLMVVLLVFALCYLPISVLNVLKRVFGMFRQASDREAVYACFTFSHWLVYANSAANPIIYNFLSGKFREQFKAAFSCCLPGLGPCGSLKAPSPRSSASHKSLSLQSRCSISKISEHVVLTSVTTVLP
# STK33 inh: human STK33 kinase inhibition | Q9BYT3 | purified STK33, MBP phosphorylation, ADP-Glo luminescence | inhibition, % at 10 µM | 320,000 compounds, 0.073% hits | AID 2661;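 active = inhibition at or above 25%, using the most active replicate where run in duplicate; inactive = inhibition below 25%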
# Target sequence (Q9BYT3 whole entry, looked up): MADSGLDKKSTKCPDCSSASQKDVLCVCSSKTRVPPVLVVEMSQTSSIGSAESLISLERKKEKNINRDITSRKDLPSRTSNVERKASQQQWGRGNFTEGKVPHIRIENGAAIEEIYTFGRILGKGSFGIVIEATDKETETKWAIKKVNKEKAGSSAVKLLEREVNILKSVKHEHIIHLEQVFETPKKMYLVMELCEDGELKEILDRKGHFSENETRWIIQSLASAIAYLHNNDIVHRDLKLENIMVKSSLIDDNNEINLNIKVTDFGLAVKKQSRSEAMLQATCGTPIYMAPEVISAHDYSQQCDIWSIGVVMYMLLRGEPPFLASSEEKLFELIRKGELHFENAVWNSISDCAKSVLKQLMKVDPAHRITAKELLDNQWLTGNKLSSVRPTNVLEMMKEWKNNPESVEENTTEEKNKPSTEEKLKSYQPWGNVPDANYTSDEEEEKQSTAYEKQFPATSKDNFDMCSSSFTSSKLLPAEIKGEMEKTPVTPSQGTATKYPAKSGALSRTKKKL
# Active calls of the source: *; · = not tested or not shown.
SMILES,OX1R FRET antag,STK33 inh
COc1ccccc1CCNC(=O)C(=O)NCC1OCCN1S(=O)(=O)c1ccc([N+](=O)[O-])cc1 (stereo unspecified),26.7,-0.2
O=C(O)c1ccc(N2C(=O)c3cccc(Oc4ccc(Cl)cc4)c3C2=O)cc1,3.3,-1.3
COc1cccc(CN(C)C(=O)c2cc(-c3ccc(F)cc3)nc3ccccc23)c1,29.7,-2.3
Cc1nc(N=C(N)N)nc2ccccc12,17.3,0.1
Cc1ccc(Cn2c(=N)c(C#N)cc3c(=O)n4cccc(C)c4nc32)cc1,3.1,0.0
O=C(Nc1nnc(C2CC2)s1)C1CCCCN1S(=O)(=O)c1ccccc1 (stereo unspecified),9.6,·
COc1cc2c(cc1OC)C(C(=O)Nc1cccc(C)n1)C(c1cccnc1)N(C)C2=O (stereo unspecified),17.8,-0.6
Cc1ccc(C(=O)COC(=O)c2cccc(N3C(=O)c4c(C)nc5ccccc5c4C3=O)c2)cc1C,10.7,-1.2
C=CCn1c(=O)n(CCOC)c(=O)c2sc3ccccc3c21,7.9,1.1
O=C(Oc1ccc(-c2nccc(-c3ccccn3)n2)cc1)c1cccc(C(F)(F)F)c1,15.1,·
CC(=O)Nc1ccc(S(=O)(=O)Nc2ccc(S(=O)(=O)Nc3ncccn3)cc2)cc1,3.8,-1.9
O=C(OCCc1cc2ccccc2c(=O)o1)c1ccccc1C(F)(F)F,17.8,-0.7
Cc1ccc(C(=O)NCc2ccc3c(c2)OCO3)cc1C,-8.3,0.3
COC(=O)c1ccccc1NC(=O)/C=C/c1cc(OC)c(OC)c(OC)c1,63.4,0.8
O=C(NCC(=O)N1CCN(c2ccccc2F)CC1)c1cccs1,8.5,-2.6
Cc1ccc(C(=O)NCCCNC(=O)c2ccccc2F)cn1,18.1,-1.1
CCC(=O)c1ccc(OCC(=O)NC2CCCC2)cc1,8.4,0.5
Cc1cc(C)cc(NC(=S)N2CCN(Cc3ccccc3)CC2)c1,7.0,-0.1
Cc1cc(NC(=O)CSc2nc3ccccc3c(=O)n2-c2ccccc2)no1,2.9,-0.6
C=CCn1c(SCC(=O)NCc2ccc3c(c2)OCO3)nnc1-c1cccnc1,15.0,-0.8
O=C(COc1ccc(S(=O)(=O)N2CCOCC2)cc1)N1CCN(c2ccccc2)CC1,18.9,-0.8
CN1C(=O)c2ccc(C(=O)NC3CCCCC3)cc2C1=O,17.3,-1.2
Cc1ccc(NC(=O)CSc2nsc(SCC(=O)Nc3ccc(C)cc3C)c2C#N)c(C)c1,3.7,-0.5
CCOC(=O)C1(CC2CC2)CCN(Cc2cn(C)c3ccccc23)CC1,8.3,0.0
CC(C)(C)N=C1C([N+](=O)[O-])=CC=C2C1=NC1(CCCCC1)N2O,15.7,-0.2

# Next results.
SMILES,OX1R FRET antag,STK33 inh
COc1ccc(-c2cc(N3C(=O)Nc4ccccc4N3O)n[nH]2)cc1OC,6.9,·
CCCCNS(=O)(=O)c1ccc2nc(-c3cccnc3)cc(C(=O)NC3CCCC3)c2c1,11.2,-1.6
CCCCn1c(N)c(N(Cc2ccccc2OC)C(=O)CC2OC(=O)c3ccccc32)c(=O)[nH]c1=O (stereo unspecified),10.3,-1.0
CC1(c2ccc3ccccc3c2)NC(=O)N(CC(=O)NCc2cccs2)C1=O (stereo unspecified),11.1,-0.3
COCCNC(=O)Nc1ccc(F)cc1,3.6,-0.8
O=C(NNc1cccc(Cl)n1)Nc1ccccc1,17.0,-0.2
O=C(c1ccc(N2CCOCC2)cc1)N1CCCC(Nc2ccccc2)C1 (stereo unspecified),-1.7,-0.5
O=C(CSc1nnnn1-c1ccc(F)cc1)c1ccc(O)c(O)c1,11.0,-0.2
COc1ccc(-n2nc(C(=O)N3CCC(C#N)CC3)c3c4ccccc4n(C)c3c2=O)cc1,21.4,0.3
Cc1ccc(C2C3=C(CC(C)(C)CC3=O)Nc3[nH]c(=S)[nH]c(=O)c32)cc1 (stereo unspecified),3.5,-0.5
O=C(NNC(=O)C1CC1c1ccccc1)c1ccccc1[N+](=O)[O-] (stereo unspecified),1.8,-0.8
CCCCCCn1c(NCC)nc2c1c(=O)n(C)c(=O)n2C,53.5,-1.0
Cc1nc2ccccn2c1-c1csc(Nc2ccc(C(=O)O)cc2)n1,3.2,-0.6
COCCCNC(=S)N1CCN(S(C)(=O)=O)CC1,8.8,-1.8
N#Cc1ccc(CSc2ncccn2)cc1,16.3,-0.3
O=C(O)c1ccccc1-n1cccc1C(=O)O,8.2,-1.2
CCCC(=O)NC(C)c1nc(-c2ccc(C)cc2)no1 (stereo unspecified),25.6,-1.7
CCOC(=O)c1cnn(-c2cc(C)nc3c(-c4ccccc4)c(C)nn23)c1N,20.8,-1.4
CN(c1ccc(OCC(=O)N2CCN(c3ccc(F)cc3)CC2)cc1)S(=O)(=O)c1cccs1,13.9,-2.0
CCOc1c2c(nc3ccc(Cl)cc13)CCC2,12.6,-0.2
COc1cc(NC(=O)c2c(F)cccc2F)c(Cl)cc1Cl,7.6,-1.1
CCN(CC)CCNC(=O)c1cc2c(s1)-c1ccccc1SC2,-0.2,-2.2
CCCCCCOc1ccc(/C(C)=N/NC2=NCCN2)cc1[N+](=O)[O-],4.8,-0.8
CC(=O)c1ccc(-n2c(C)c(C(C)=O)c3cc(O)ccc32)cc1,2.8,-0.8
CC1Cc2cc(S(=O)(=O)N3CCC(C(=O)NCc4ccco4)CC3)ccc2N1C(=O)C1CCC1 (stereo unspecified),10.0,-0.1

# More structures
SMILES,OX1R FRET antag,STK33 inh
CCn1nnc(-c2ccccc2NC(=O)c2cccc(-n3cnnn3)c2)n1,-1.3,-1.0
COc1ccc([N+](=O)[O-])cc1NC(=O)C(C)OC(=O)C1CC(=O)N(Cc2ccco2)C1 (stereo unspecified),24.1,-1.8
CSc1ccccc1NC(=O)CO/N=C(\C)c1cc2ccccc2o1,23.2,-0.2
O=C(COC(=O)/C=C/c1nc2ccccc2s1)Nc1cccc2ccccc12,23.6,-2.3
Cc1ccc(OCC(=O)NNC(=O)CCc2ccccc2)cc1,2.1,-2.8
Cc1ccc(CN2CC(C(=O)Nc3ccncc3)CC2=O)cc1 (stereo unspecified),-6.5,-1.6
CCOC1=C/C(=C/c2c(N)n3oc(C)cc3nc2=O)C=CC1=O,4.2,1.4
Fc1ccccc1COc1ccc(Br)cc1CNCC1CCCO1 (stereo unspecified),20.5,-0.4
CCc1ccc(NC(=O)CSc2nc3ccccc3c(=O)n2CCCC(=O)N2CCCC2)cc1,4.2,-0.2
CCOC(=O)CN1C(=O)C(=O)N(Cc2ccccc2)C1=O,-6.3,-1.1
O=C(O)CCCC(=O)N1CCc2cc(S(=O)(=O)N3CCc4ccccc43)ccc21,10.0,1.0
COc1cc(NC(=O)C2CCCCC2)c2ncccc2c1,36.9,0.5
O=C(c1ccc(F)c(F)c1)N1CCC2(CC1)NCCc1[nH]cnc12,33.6,-1.3
O=C(Cc1ccc(F)cc1)N1CCN(c2ccc([N+](=O)[O-])cc2)CC1,·,1.1
C=C[C@H]1C(O[C@@H]2O[C@H](CO)[C@@H](O)[C@H](O)[C@H]2O)OC=C2C(=O)N3CCc4cc(OC)c(O)cc4[C@H]3C[C@H]21 (stereo partly specified),4.0,·
COc1cccc(-c2ccc3ncnc(NCc4cccs4)c3c2)c1,13.8,1.2
O=C1CCCC2=C1C(c1ccc(O)c(O)c1)c1c(ccc3ncccc13)N2 (stereo unspecified),12.7,-0.4
CCN(C(=O)Cn1cnc2cc([N+](=O)[O-])ccc2c1=O)C1CCS(=O)(=O)C1 (stereo unspecified),62.6*,1.2
CCc1nc2sc3c(=O)[nH]cnc3c2c2c1CSC(C)(C)C2,17.0,1.1
C[C@H](CO)N1C[C@H](C)[C@@H](CN(C)C(=O)Nc2ccc(C(F)(F)F)cc2)Oc2ccc(NC(=O)Cn3cnnn3)cc2C1=O,0.8,0.5
CN(C(=O)CSc1nc(O)cc(=O)n1-c1ccccc1F)c1ccccc1,27.4,0.0
O=C(Nc1ccc([N+](=O)[O-])cn1)c1cccnc1,27.6,1.5
COc1ccccc1-c1cnnc(N/N=C/c2ccc(-c3cccc(Br)c3)o2)n1,2.5,0.8
O=C(COc1cc(O)c2c(=O)cc(-c3ccccc3)oc2c1)c1ccccc1,11.7,-1.9
CN(C(=O)COC(=O)Cc1ccccc1[N+](=O)[O-])C1CCS(=O)(=O)C1 (stereo unspecified),3.4,-1.7

# New compounds follow
SMILES,OX1R FRET antag,STK33 inh
Cc1cc(N)n(-c2ccccc2C)n1,11.9,-4.4
CC(Nc1nc(N2CCN(CCO)CC2)nc2ccccc12)c1ccccc1 (stereo unspecified),3.0,-0.9
C=CCn1c(SCC(=O)NC2CC2)nnc1C1CC1,9.1,0.5
COc1cc(C(c2sc3nc(C)nn3c2O)N2CCOCC2)cc(OC)c1OC (stereo unspecified),12.4,-1.6
Cc1ccc(N(C(C)C(=O)N2CCOCC2)S(C)(=O)=O)cc1C (stereo unspecified),30.7,0.2
CC(CC(=O)NC(C)c1ccc2c(c1)OCCO2)c1ccccc1 (stereo unspecified),27.4,-2.0
Cc1nn(-c2ncc(C(F)(F)F)cc2Cl)c(=O)n1-c1ccccc1,8.1,-1.0
C(=C\c1ccccc1)/CSc1nnc(-c2cnccn2)n1Cc1ccco1,22.0,1.8
CC(=O)c1c(C)[nH]c(C(=O)CN2CCN(S(=O)(=O)c3ccc(C(C)C)cc3)CC2)c1C,1.7,·
O=C(NCC1CCCO1)c1nc(Cn2ccc([N+](=O)[O-])n2)no1 (stereo unspecified),35.0,-0.1
C=CCNC(=S)N1CCC(C(N)=O)CC1,17.0,-0.2
Fc1ccc(N2CCN(C3=Nc4cccc5cccc3c45)CC2)cc1,8.6,-1.7
COc1ccc(C(=O)C(OC(=O)c2ccc(C)c(NC(C)=O)c2)c2ccccc2)cc1 (stereo unspecified),15.3,-1.4
Cc1nc(-c2ccccc2)nc2[nH]c(C(C)C)cc(=O)c12,2.1,-1.1
CCC(=O)Nc1ccc2c(c1)nc(CCN1CCN(C)CC1)n2C,9.6,0.6
O=C(Cc1ccccc1)NC1CCN(C(=O)NCc2ccccc2)CC1,12.4,-3.0
CCCCC(=O)NC(=S)NNC(=O)CCc1ccccc1,14.0,-1.3
O=C(NNC(=O)c1ccc(F)c(S(=O)(=O)N2CCOCC2)c1)c1ccc(Br)cc1,-0.8,-0.4
CCCCC(=O)Nc1ncc(S(=O)(=O)c2ccc([N+](=O)[O-])cc2)s1,11.4,-0.2
CCC(=O)NCCCCCCNC(=O)CC,4.9,-0.9
O=C(N/N=C/c1coc2ccccc2c1=O)c1cc2ccccc2o1,10.9,·
CCn1c(SCCC(=O)O)nnc1-c1cccnc1,14.8,-0.1
O=c1c2cc(Br)ccc2nc(-c2cccc(Cl)c2)n1O,-0.6,-0.1
COc1cc(C(=O)NC2CCN(CC(=O)NC3CCCCC3)CC2)cc(OC)c1OC,20.2,0.6
CCC(C(=O)Nc1ccccc1C(=O)N1CCOCC1)N1C(=O)c2ccccc2C1=O (stereo unspecified),10.0,0.3

# Next part:
SMILES,OX1R FRET antag,STK33 inh
O=C(Nc1ccccc1N1CCCC1)C1=COCCO1,1.9,1.2
CN1CCN(C(=O)c2ccc(CN(c3ccccc3)S(=O)(=O)c3ccccc3)cc2)CC1,-1.3,-1.1
NS(=O)(=O)c1ccc(NC(=O)/C=C/c2cn(-c3ccccc3)nc2-c2cccc(Cl)c2)cc1,13.4,-0.5
CN(C(=O)c1c(Cl)cnn1C)C12CC3CC(CC(C3)C1)C2,7.9,-1.6
Oc1oc(-c2ccccc2Br)nc1C=Nc1ccc(Br)cn1,33.9,-0.9
CCOc1cccc(OCCOc2ccc(C(=O)c3ccccc3)cc2)c1,34.1,-0.3
Cc1cc(NC(NC(=O)c2ccco2)(C(F)(F)F)C(F)(F)F)no1,2.2,0.1
COC(=O)c1ccc(COC(=O)CSCC(=O)Nc2ccc(C)cc2C)cc1,8.1,-0.8
O=C(CN1CCSC1=O)N1CCN(S(=O)(=O)c2ccccc2)CC1,3.7,0.2
CCOC(=O)c1nc(NNC(=O)c2ccc([N+](=O)[O-])cc2)sc1C,11.5,1.0
CSCCC(NS(=O)(=O)c1ccc2[nH]c(=O)c(=O)[nH]c2c1)C(=O)O (stereo unspecified),6.9,-0.8
CC(C)OC(=O)C1CC(C)(O)C(=O)C(C(=O)OC(C)C)C1c1ccc([N+](=O)[O-])cc1 (stereo unspecified),14.8,-0.4
Cc1ccc(S(=O)(=O)N2CCN(Cc3cccnc3)CC2)cc1,5.1,-0.7
O=C(O)c1cccnc1,6.4,-1.2

# Grouped by structure: the compounds so far containing a nitro group on carbon
SMILES,OX1R FRET antag,STK33 inh
COc1ccccc1CCNC(=O)C(=O)NCC1OCCN1S(=O)(=O)c1ccc([N+](=O)[O-])cc1 (stereo unspecified),26.7,-0.2
CC(C)(C)N=C1C([N+](=O)[O-])=CC=C2C1=NC1(CCCCC1)N2O,15.7,-0.2
O=C(NNC(=O)C1CC1c1ccccc1)c1ccccc1[N+](=O)[O-] (stereo unspecified),1.8,-0.8
CCCCCCOc1ccc(/C(C)=N/NC2=NCCN2)cc1[N+](=O)[O-],4.8,-0.8
COc1ccc([N+](=O)[O-])cc1NC(=O)C(C)OC(=O)C1CC(=O)N(Cc2ccco2)C1 (stereo unspecified),24.1,-1.8
O=C(Cc1ccc(F)cc1)N1CCN(c2ccc([N+](=O)[O-])cc2)CC1,·,1.1
CCN(C(=O)Cn1cnc2cc([N+](=O)[O-])ccc2c1=O)C1CCS(=O)(=O)C1 (stereo unspecified),62.6*,1.2
O=C(Nc1ccc([N+](=O)[O-])cn1)c1cccnc1,27.6,1.5
CN(C(=O)COC(=O)Cc1ccccc1[N+](=O)[O-])C1CCS(=O)(=O)C1 (stereo unspecified),3.4,-1.7
O=C(NCC1CCCO1)c1nc(Cn2ccc([N+](=O)[O-])n2)no1 (stereo unspecified),35.0,-0.1
CCCCC(=O)Nc1ncc(S(=O)(=O)c2ccc([N+](=O)[O-])cc2)s1,11.4,-0.2
CCOC(=O)c1nc(NNC(=O)c2ccc([N+](=O)[O-])cc2)sc1C,11.5,1.0
CC(C)OC(=O)C1CC(C)(O)C(=O)C(C(=O)OC(C)C)C1c1ccc([N+](=O)[O-])cc1 (stereo unspecified),14.8,-0.4

# Screening data deposited in PubChem by several laboratories.
